# Screening data (PubChem)
# Shiga toxin inh = A qHTS for Small Molecule Inhibitors of Shiga Toxin; Vero cells, Shiga toxin protein synthesis inhibition reporter; inhibition, % at 38.7 µM; hit rate 9.2% among 290,000; in the data active = inhibition mostly above about 28%, no sharp cut-off; inactive = mostly below about 43%; note: 0% is about no effect
# FBPA Giardia inh = qHTS Assay for Inhibitors of Fructose-1,6-bisphosphate Aldolase from Giardia Lamblia; purified Giardia FBPA; Potency, µM (series often up to 59.6 µM), for inactives: at the highest dose activity, negative = inhibition, hits mostly inhibitors; hit rate 0.71% among 290,000; note: potency is the fitted concentration of half-maximal effect; % is set by controls: 0 for no effect and ±100 for the full control effect; nearly all actives have a fitted effect of over 55% in size
# Target sequence (A8B2U2 whole entry, looked up): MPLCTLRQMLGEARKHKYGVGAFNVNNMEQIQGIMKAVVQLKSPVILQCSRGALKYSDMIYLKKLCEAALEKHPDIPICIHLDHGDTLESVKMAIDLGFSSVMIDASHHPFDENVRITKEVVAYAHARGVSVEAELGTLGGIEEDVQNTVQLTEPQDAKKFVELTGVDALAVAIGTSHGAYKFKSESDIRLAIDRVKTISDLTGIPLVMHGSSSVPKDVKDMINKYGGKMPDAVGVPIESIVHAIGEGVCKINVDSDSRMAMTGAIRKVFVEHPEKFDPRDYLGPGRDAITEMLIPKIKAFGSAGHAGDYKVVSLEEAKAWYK
#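 Giardia FBPA (40 nM reagent) was preincubated 10 min at RT with compound (up to 57.5 uM final), then substrate plus GAPDH/TPI/NAD/arsenate coupling system with diaphorase/resazurin was added; resorufin fluorescence (525/598 nm) was read after 20 min.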
# HCV inhibitor = qHTS Assay for Inhibitors of Hepatitis C Virus (HCV); Huh7.5.1 HCVcc-Cre infection, luciferase reporter, 44 h; Potency, µM (top dose mostly 41.8 µM), for inactives: top-dose activity change, negative = inhibition, most hits filed as inhibitors; hit rate 3.4% among 340,000; AID 651820, 2012; note: potency is the fitted concentration of half-maximal effect; % is set by controls: 0 for no effect and ±100 for the full control effect
#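 Antiviral activity was scored by luciferase reporter output from cells infected with HCVcc-Cre (~0.5 moi) in presence of compound, 44 h infection period, cells seeded 1,000/well 4 h prior.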
# CHX counter = Cycloheximide Counterscreen for Small Molecule Inhibitors of Shiga Toxin; cell reporter, cycloheximide protein synthesis inhibition counterscreen; max response, %; hit rate 12% among 300,000; in the data active = max response mostly above about 13%, no sharp cut-off; inactive = mostly below about 14%; note: read at 38.3 µM for the half of the compounds with a filed dose; 0% is about no effect
# Pf growth 96h = Primary qHTS for delayed death inhibitors of the malarial parasite plastid, 96 hour incubation. hit rate 6.9% among 320,000. Potency, µM (titrated, usually from 28.7 µM), for inactives: at the top dose activity change, negative = inhibition, most hits filed as inhibitors. AID 504834, 2011. P. falciparum luciferase reporter growth, 96 h; note: potency is the fitted concentration of half-maximal effect; % is set by controls: 0 for no effect and ±100 for the full control effect
#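 Delayed-death screen, second-generation endpoint: infected erythrocytes, 2% hematocrit, 0.05% parasitemia final; 96 hours at 37 C, 5% CO2; luciferase detection reagent; luminescence decrease equals reduced growth.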
# Pf growth 48h = Primary qHTS for delayed death inhibitors of the malarial parasite plastid, 48 hour incubation; P. falciparum luciferase growth in erythrocytes, 48 h; Potency, µM (highest dose often 28.7 µM), inactives show top-dose activity change, negative = inhibition, usual class: inhibitors; hit rate 5.9% among 310,000; note: potency is the fitted concentration of half-maximal effect; % is set by controls: 0 for no effect and ±100 for the full control effect
#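 In quantitative HTS format, infected erythrocytes bearing luciferase-reporter parasites were treated for a single generation at 37 C. Luminescence after adding detection reagent served as the growth measure.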
# Active calls of the source: *; i = inactive; ? = inconclusive; · = not tested or not shown; & = joins results of further samples; [ ] = remark or other dose. Unless noted, calls come from the whole dose curve; as a rule, active = well fitted curve in the direction sought with a large enough effect; inconclusive = small, poorly fitted or top-dose-only effect, or another doubt; inactive = no such curve, though single readings can be large; an effect the other way counts as inactive or inconclusive. Rows are unselected. About 24% of those tested had a hit in this group.
SMILES,Shiga toxin inh,FBPA Giardia inh,HCV inhibitor,CHX counter,Pf growth 96h,Pf growth 48h
Cn1nnnc1SCC(=O)NCCCc1ccccc1,19,0%,9%,5,?,2%
CCOc1ccccc1N1CCN(S(=O)(=O)c2cc(C)ccc2OC)CC1,64*,-4%,?,51*,?,-36%
C=CC[n+]1c(C)csc1Nc1ccc(C)cc1,37,-13%,11%,24*,26%,20%
O=C(CNC(=O)c1cccnc1)N/N=C/c1ccc(O)cc1O,2,-12%,0%,13*,-13%,-21%
Cc1ccc(S(=O)(=O)N(C)c2ccc(C(=O)NCc3ccccc3F)cc2)cc1,·,·,?,·,?,?
COc1ccc(OCCOC(=O)CN2C(=O)NC3(CCCC3)C2=O)cc1,·,·,12%,·,17%,17%
CCc1nnnn1-c1ccc([N+](=O)[O-])cc1C,-1,3%,21%,-7,64%[activator],10%
CNc1ccccc(-c2ccc3cc4c(cc3n2)OCO4)c1=O,59*,?,46%[activator],66*,442%[activator],253%[activator]
O=C(CN1CCN(c2ccc(F)cc2)CC1)c1cccs1,1,-7%,14%,-2,1%,0%
Cc1coc2c1c(C)cc1oc(=O)c(CC(=O)N[C@@H](C)C(=O)O)c(C)c12,-13,3%,18%,0,-2%,16%
O=C(c1n[nH]c(=O)c2ccccc12)N1CCOCC1,-17,24%,14%,-3,-10%,39%[activator]
O=C(NCC1CCCO1)c1c(O)nc2sccn2c1=O (configuration not stated),·,·,6%,·,-5%,0%
O=C(Nc1ccc(N2CCOCC2)c(S(=O)(=O)Nc2ccccc2Cl)c1)c1ccccc1,·,·,?,·,?,10µM*
Cc1ccc(OCCC(=O)OCC(=O)Nc2ccc3[nH]c(=O)[nH]c3c2)cc1,·,·,5%,·,28%,18%
O=C(c1ccc(Cl)c([N+](=O)[O-])c1)N(Cc1cccc(Cl)c1)C1CCS(=O)(=O)C1 (configuration not stated),-10,1%,?,-3,8%,-1%
O=C(c1cscn1)N1CCCC(N2CCN(c3ccc(F)cc3)CC2)C1 (configuration not stated),10,·,8%,1,-14%,104%[activator]
COc1ccccc1C(=O)NCCNC(=O)c1ccc(C)nc1,-8,16%,-1%,-8,0%,2%
Cc1cc(C(=O)N/N=C2\CC(=O)c3ccccc32)c(C)n1-c1ccccc1,65*,-21%,-8%,35*,?,-48%
CN(C)S(=O)(=O)c1ccc(S(=O)(=O)N(Cc2ccco2)Cc2ccccc2Cl)cc1,15,0%,?,-2,·,?
CC(C)(C)NC(=O)NC(=O)CN1C(=O)NC(c2ccccc2)(c2ccccc2)C1=O,-9,-1%,2%,-4,?,?
CC1(C)CC(=O)C2=C(C1)N(c1ccc(F)cc1)C(N)=C(C#N)C2c1cccs1 (configuration not stated),-19,·,0%,-1,-8%,?
Cc1ccc(-c2csc(/C=C3\SC(C)C(=O)N3CC(=O)Nc3ccccc3F)n2)cc1 (configuration not stated),-2,-2%,?,-4,12%,-5%
CN1c2ccccc2Oc2nnc(N3CCN(Cc4ccccc4)CC3)cc21,54*,1%,?,30*,36%[activator],?
Cn1ncc(Cl)c1C(=O)N1CCN(S(=O)(=O)c2ccc(Cl)s2)CC1,6,8%,0%,10,67%[activator],0%
CC(=O)CSc1ncnc2c1oc1ccccc12,23,0%,-2%,12*,86%[activator],76%[activator]
COc1ccc(N2CCN(C(=O)c3ccc4[nH]c(C)c(C)c4c3)CC2)cc1,-3,10%,15%,-1,?,?
CCCCOC(=O)Nc1nnc(-c2ccccc2OC)s1,-9,-2%,4%,-1,?,?
O=C(NCc1cccs1)c1cc2ccccc2o1,45,1%,-4%,21,-8%,·
CC(C)CNS(=O)(=O)c1cc(C(=O)OCC(=O)N(C)C2CCS(=O)(=O)C2)c(Cl)cc1Cl (configuration not stated),3,1%,-11%,-3,32%[activator],?
Cc1nnc(SCc2nnc(-c3cccs3)o2)n1Cc1ccccc1,-22,14%,7%,4,?,i

# Taken from above.
# Value of COc1ccc(OCCOC(=O)CN2C(=O)NC3(CCCC3)C2=O)cc1 under Pf growth 96h: 17%
# Value of Cc1coc2c1c(C)cc1oc(=O)c(CC(=O)N[C@@H](C)C(=O)O)c(C)c12 under HCV inhibitor: 18%

# Additional compounds.
SMILES,Shiga toxin inh,FBPA Giardia inh,HCV inhibitor,CHX counter,Pf growth 96h,Pf growth 48h
COC(=O)C1=C(c2ccc(OC)c(OC)c2)C[C@@H]2CC[C@H]1N2C(=O)N1CCC(O)CC1,·,·,22%,·,31%,40%[activator]
Cc1cc2[nH]ncc2cc1NC(=S)NC(=O)c1ccccc1,35*,-11%,?,16*,22%,40%[activator]
COC(=O)CSc1nnc(CNC(=O)c2cccs2)n1-c1cc(OC)ccc1OC,-17,4%,-6%,-3,?,26%
NC(=O)C1CCN(CCC(=O)Nc2ccc(F)c(F)c2)CC1,-1,-3%,14%,-2,?,7%
COc1ccc(C2=NS(=O)(=O)N(C)C(C(=O)N3CCC(C(N)=O)CC3)=C2)cc1,5,-10%,19%,-1,4%,4%
CCCn1c(NC(=O)c2cccc(C)c2C)nc2ccccc21,11,?,11µM*,0,8.3µM*,·
O=C(N/N=C/c1cccnc1)c1cccc(Cl)c1,33*,-2%,3%,28*,26%,28%
c1ccc(Nc2nc(-c3ccncc3)nc3ccccc23)cc1,-13,-8%,?,-3,?,0%
COc1ccc(Nc2nnc(SCC(=O)NC3CC3)s2)cc1,·,·,-18%,·,?,-21%
O=C1CC(N2CCN(c3ccccc3)CC2)C(=O)N1CCc1ccccc1 (configuration not stated),4,0%,0%,7,11%,1%
Cc1ccc2c(CSc3nncn3C)cc(=O)oc2c1C,-12,1%,16%,7,-10%,-10%
COc1ccc2c(c1)oc(=O)c1ccccc12,71*,5%,?,33*,1%,37%[activator]
CCn1c(=NC(=O)CSCC(=O)Nc2nccs2)sc2ccccc21,-23,-4%,6%,-4,87%[activator],5%
Cc1cc(=O)oc2cc(NC(=O)c3cccc(Br)c3)ccc12,·,10%,0%,-3,?,149%[activator]
Oc1c(CN2CCOCC2)cc(-c2ccccc2)cc1CN1CCOCC1,-6,3%,8%,-2,?,?

# Complete entries, quoted from the list.
# COc1ccc(Nc2nnc(SCC(=O)NC3CC3)s2)cc1 is entered as Shiga toxin inh: ·; FBPA Giardia inh: ·; HCV inhibitor: -18%; CHX counter: ·; Pf growth 96h: ?; Pf growth 48h: -21%
# Oc1c(CN2CCOCC2)cc(-c2ccccc2)cc1CN1CCOCC1 is entered as Shiga toxin inh: -6; FBPA Giardia inh: 3%; HCV inhibitor: 8%; CHX counter: -2; Pf growth 96h: ?; Pf growth 48h: ?
# c1ccc(Nc2nc(-c3ccncc3)nc3ccccc23)cc1 is entered as Shiga toxin inh: -13; FBPA Giardia inh: -8%; HCV inhibitor: ?; CHX counter: -3; Pf growth 96h: ?; Pf growth 48h: 0%

# Next part.
SMILES,Shiga toxin inh,FBPA Giardia inh,HCV inhibitor,CHX counter,Pf growth 96h,Pf growth 48h
COc1ccc(CC(=O)N2N=C(c3ccncc3)CC2(O)C(F)(F)F)cc1 (configuration not stated),-10,3%,-11%,0,0%,?
CCOC(=O)c1ccc(N=c2ssnc2Cl)cc1,53*,?,?,23*,24%,58%[activator]
Cc1nn2cnnc2c(C)c1Cc1ccc(Cl)cc1,1,0%,11%,-2,?,10%[0.00184 µM]
Cc1cc(C)c(C)c(S(=O)(=O)NCC(=O)NCC2CCCCC2)c1C,-12,1%,19%,-2,2%,-16%
O=[N+]([O-])c1ccc(N2CCN(Cc3ccccc3)CC2)s1,-12,12%,-17%,-3,24%,-6%
NC(=O)c1c(NC(=O)CSc2nnc(-c3ccccc3)n2CC2CCCO2)sc2c1CCC2 (configuration not stated),16,3%,?,-5,?,-10%
Cn1ncc2c(NNC(=O)C3CCCCC3)ncnc21,35,-4%,16%,8,-1%,18%
O=C(COC(=O)c1cccc([N+](=O)[O-])c1)NCc1ccc2c(c1)OCO2,-11,2%,15%,-5,-21%,10%
Cc1ccc(S(=O)(=O)NC(CCC(N)=O)C(=O)NCc2ccc3c(c2)OCO3)c(C)c1 (configuration not stated),·,·,?,·,45%[activator],42%[activator]
O=C(Nc1nc2ccccc2s1)c1cccc(S(=O)(=O)N2CCc3ccccc32)c1,21,-3%,?,14*,?,?
O=C(CCN1CCCO1)N1CCCC(N2CCN(c3cccc(C(F)(F)F)c3)CC2)C1 (configuration not stated),3,-2%,·,7,-24%,-7%
C[C@H](NC(=O)c1cc2cc(Cl)ccc2n1C)C(=O)N[C@@H](Cc1ccccc1)C(=O)O,-6,-1%,-5%,-3,17%,-14%
NCCCC[C@H]1NC(=O)[C@H](CCC(=O)O)NC(=O)c2cc([N+](=O)[O-])cc(I)c2OCC[C@@H](C(N)=O)NC1=O,-15,8%,27%,-7,-5%,6%
Cc1ccc2c(c1)N(CC(=O)NCC(C)c1ccccc1)C(=O)c1cccnc1O2 (configuration not stated),9,9%,-1%,-2,?,?
Cc1c(C(=O)O)oc2c1C(O)CC(C)(C)C2 (configuration not stated),4&-29,3%&1%,16%&17%,-1&-2,-6%&-20%,-11%&43%
Cc1ccc(C(OC(=O)c2ccco2)C(=O)NC2CCCC2)cc1 (configuration not stated),2,-10%,-9%,-7,34%[activator],8%
O=C(C1=C(O)C(=O)N(CCN2CCOCC2)C1c1ccc([N+](=O)[O-])cc1)c1cccs1 (configuration not stated),34,-23%,12%,8,-18%,-14%
CCNc1nc(NC(C)C)nc(Oc2ccc(OCCOc3ccc(C)cc3)nn2)n1,13,5%,-30%,-2,12µM*,?
C[C@@H]1NC(=O)[C@H](CCCN=C(N)N)NC(=O)c2cc([N+](=O)[O-])cc(I)c2NCCC[C@@H](C(N)=O)NC1=O,-8,-7%,7.9µM*,-1,0%,24%
O=C(Nc1cccc(F)c1)c1sc(Cl)nc1-c1ccccc1,-6,14%,-2%,-2,1%,-21%
CN(Cc1ccc(Br)cc1)C(=O)CCN1C(=O)c2cccc([N+](=O)[O-])c2C1=O,12,5%,8%,7,33%[activator],22%
O=C(CSc1nnc(COc2ccccc2F)n1-c1ccccc1)NC1CCS(=O)(=O)C1 (configuration not stated),-11,-7%,1%,-1,4%,-19%
CCc1nc(NC(=O)NS(=O)(=O)c2ccccc2C(=O)OC)nc(OC)n1,-5,10%,18%,1,22%,-11%
N#CCCN(C(=O)CSc1nc(-c2ccccc2)cn1N)c1ccc(F)cc1,-6,1%,5%,-4,·,-13%
CN(C)c1ccc(C(CNC(=O)COc2ccc(Cl)cc2)N2CCCC2)cc1 (configuration not stated),3,-6%,9%,-1,6.6µM*,-18%
CCOc1ccc(S(=O)(=O)N2CCN(Cc3ccco3)CC2)cc1,-3,·,-18%,2,?,?
CCOc1ccc2[nH]c(=O)c(CN(Cc3cccs3)Cc3nnnn3C(C)(C)CC)cc2c1,-15,2%,-35%,-3,20%,8.3µM*
CCOC(=O)C1CCCN(C(=O)c2ccc(S(=O)(=O)Nc3ccccc3OC)cc2)C1 (configuration not stated),·,·,-23%,·,?,12µM*
O=C(COC(=O)C(c1ccccc1)c1ccccc1)NCc1ccco1,-6,-4%,7%,8,-1%,-9%
Cc1ccnc(NS(=O)(=O)c2ccc(NC(=O)c3oc4ccc(F)cc4c3C)cc2)n1,-8,·,5%,-3,2%,6%
CCOC(=O)c1cccc(NC(=O)c2ccc(NC(=O)C3CCCO3)cc2)c1 (configuration not stated),21,0%,-25%,6,7.4µM*,?
COc1ccc(-c2cc(OC(=O)c3ccc(F)cc3)c3c(C)oc(C)c3c(=O)c2)cc1,-6,?,·,-4,10µM*,?
COc1ccc(NC(=O)c2ccccc2-c2ccccc2)cc1,18,-1%,-28%,-7,142%[activator],-19%
COc1ccc(C2c3c(c(C)c(C)oc3=O)Oc3c(C)c(C)oc(=O)c32)cc1,·,·,-3%,·,10%,30%
